Assay outcomes deposited in PubChem by National Center for Advancing Translational Sciences (NCATS).
S-ASM inh – Inhibitors of Secretory Acid Sphingomyelinase (S-ASM): qHTS | Potency, µM (doses to about 57.5 µM), for the others: at the highest dose activity change, negative = inhibition, actives largely listed as inhibitors | placental ASM, HMU-PC fluorogenic substrate, 60 min | Sphingomyelin phosphodiesterase (Homo sapiens), P17405 | 0.006% of 340,000 active; further: potency means the concentration at half of the fitted maximal effect
Target sequence (P17405 47-631 limits assumed): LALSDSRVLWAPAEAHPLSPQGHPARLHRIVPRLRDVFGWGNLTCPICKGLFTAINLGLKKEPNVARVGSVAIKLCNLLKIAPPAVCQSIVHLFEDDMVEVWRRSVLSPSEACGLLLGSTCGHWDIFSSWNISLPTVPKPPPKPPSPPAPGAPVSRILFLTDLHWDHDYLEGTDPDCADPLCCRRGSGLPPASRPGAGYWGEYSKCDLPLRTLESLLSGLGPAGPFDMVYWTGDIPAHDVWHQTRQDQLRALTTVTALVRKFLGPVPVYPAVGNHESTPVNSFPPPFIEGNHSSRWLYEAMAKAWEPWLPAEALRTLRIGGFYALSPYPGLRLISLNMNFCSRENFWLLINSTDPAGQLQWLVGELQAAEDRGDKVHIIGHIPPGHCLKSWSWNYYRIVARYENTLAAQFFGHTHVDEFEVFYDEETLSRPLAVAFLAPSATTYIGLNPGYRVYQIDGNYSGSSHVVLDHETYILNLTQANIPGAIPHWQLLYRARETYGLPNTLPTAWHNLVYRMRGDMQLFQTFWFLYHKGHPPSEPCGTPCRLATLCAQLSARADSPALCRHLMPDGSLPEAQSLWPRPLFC
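Fluorogenic HMU-PC substrate (9 uM final) is turned over by placental ASM in 60 min at 37 C after a 10 min compound preincubation. Reaction ended by alkaline stop (pH 10), with fluorescence read at 386/447 nm.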
KCNH2 3.1 block – qHTS for Inhibitors of KCHN2 3.1: Mutant qHTS | Potassium voltage-gated channel subfamily H member 2, brain isoform KCNH2 3.1 (human) | 0.95% of 340,000 active | activity change, % (tested at about 1.8 µM) | U2OS KCNH2 3.1, thallium flux FluxOr; hits give low values;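 active means maximum activity change below -70%; inconclusive means maximum activity change from -70% to -50%; inactive means maximum activity change above -50%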;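 further: thallium influx rate constant from kinetic fluorescence after stimulation buffer; on the % scale 0 is the no-effect control and ±100 the full control effect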
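Normalized rate constant (relative to positive and negative DMSO controls) derived from a 2 min kinetic fluorescence read after stimulation; U2OS cells expressing the 3.1 isoform via virus at 1.77 x 10^8 /mL.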
Coupling enz – qHTS Assay for Inhibitors of Fructose-1,6-bisphosphate Aldolase from Giardia Lamblia: Coupling assay counterscreen | activity change, negative = inhibition, % at 58.2 µM, hits read low | coupling enzyme system counterscreen, AmpLite Red fluorescence | 0.67% of 290,000 active; in the data active means activity change below about -30%; further: on the % scale 0 is the no-effect control and ±100 the full control effect
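Activity here indicates interference with the coupling reaction, not aldolase inhibition. Compounds at 57.5 uM final met coupling enzymes for 10 min at RT; substrate and AmpLite Red detection followed, with a 525/598 nm fluorescence read after 20 min.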
a7 integrin act – qHTS for Activators of Integrin-Mediated Alleviation for Muscular Dystrophy; 0.064% of 350,000 active; Potency, µM (series often up to 38.3 µM), for inactives: at the highest dose activation, most hits filed as activators; AID 624291, 2012; alpha7betagal myoblasts, beta-gal FDG fluorescence, 48 h;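 further: potency means the concentration at half of the fitted maximal effect; 100% = response of the positive control SU9516; nearly all actives have a fitted effect of over 60% in size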
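Alpha7betagal+/- myoblasts (passage 13) were plated 16-24 hr, then exposed to compounds (1:260 dilution of DMSO stock) for 48 hours at 37C. After MPER lysis, β-galactosidase reporter activity was read as FDG fluorescence (ex 480/em 540) after 30 minutes.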
GALK inhibitor – qHTS Assay for Inhibitors of Human Galactokinase (GALK); P51570; Purified GALK, Kinase-Glo residual ATP luminescence; Potency, µM (titrated, usually from 57.5 µM), without a hit: at the highest dose activity change, negative = inhibition, hits mostly inhibitors; 0.007% of 270,000 active; further: potency means the concentration at half of the fitted maximal effect; on the % scale 0 is the no-effect control and ±100 the full control effect
Target sequence (P51570 whole entry, looked up): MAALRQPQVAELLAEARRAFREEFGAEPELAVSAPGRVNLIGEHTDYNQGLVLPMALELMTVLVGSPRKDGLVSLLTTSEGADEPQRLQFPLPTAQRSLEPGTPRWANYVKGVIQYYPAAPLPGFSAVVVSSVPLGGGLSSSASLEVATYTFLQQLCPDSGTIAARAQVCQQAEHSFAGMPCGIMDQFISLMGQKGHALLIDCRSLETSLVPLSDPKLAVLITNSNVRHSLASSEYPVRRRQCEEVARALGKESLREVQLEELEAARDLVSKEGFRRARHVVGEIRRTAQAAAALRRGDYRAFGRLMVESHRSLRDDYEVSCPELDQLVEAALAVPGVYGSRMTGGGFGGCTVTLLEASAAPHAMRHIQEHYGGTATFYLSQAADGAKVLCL
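Quantitative HTS: GALK 5 nM, ATP 35 uM, galactose 100 uM, 1 h room temperature, then luciferase-based ATP detection.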
MLL CXXC-DNA inh – qHTS Fluorescence Polarization Assay for Inhibitors of MLL CXXC domain - DNA interaction | Histone-lysine N-methyltransferase 2A (Homo sapiens), Q03164 | MLL-CXXC / FITC-HOXA9 DNA fluorescence polarization | Potency, µM (top dose mostly 115 µM), for the others: top-dose activity change, negative = inhibition, usual class: inhibitors | 0.037% of 290,000 active | AID 2662, 2010; active means well fitted inhibition curve with a large enough effect in the polarisation, with a control signal flat, not every such curve was filed as active; inconclusive means small, poorly fitted or top-dose-only effect, or effect the other way, or a change in a side signal; inactive means no such curve, though single readings can be large or run the other way; the % refers to the polarisation; further: potency means the concentration at half of the fitted maximal effect
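Purified MLL-CXXC (added from a 7 uM solution) was preincubated 5 min at ambient with pinned compounds in 50 mM Tris-HCl pH 7.5, 50 mM NaCl, 1 mM DTT, 0.05% BSA. Fluorescein-labeled HOX-A9 DNA (50 nM solution) followed, 30 min, then polarization read.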
MBNL1-CUG inh – qHTS Assay for Inhibitors of MBNL1-poly(CUG) RNA binding; Muscleblind-like protein 1 (Homo sapiens), Q9NR56; 0.036% of 280,000 active; Potency, µM (series often up to 57.5 µM), inactives show at the highest dose activity change, negative = inhibition, usual class: inhibitors; TR-FRET MBNL1-His/biotin-(CUG)12 binding, 665/545 ratio; AID 2675, 2010; active means well fitted inhibition curve with a large enough effect in the signal ratio, with a control signal flat, not every such curve was filed as active; inconclusive means small, poorly fitted or top-dose-only effect, or effect the other way, or a change in a side signal; inactive means no such curve, though single readings can be large or run the other way; the % refers to the signal ratio; further: potency means the concentration at half of the fitted maximal effect; on the % scale 0 is the no-effect control and ±100 the full control effect
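Ratiometric TR-FRET (665 over 545 nm, excitation 340 nm) tracks disruption of MBNL1-His/biotin-(CUG)12 complex after 60 min at room temperature, with compounds at 92 nM to 58 uM final.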
hERG WT inh – qHTS for Inhibitors of KCHN2 3.1: Wildtype qHTS; 0.37% of 340,000 active; activity change, % at 1.84 µM; U2OS, BacMam KCNH2, thallium flux FluxOr; hits give low values; AID 720551, 2013;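 active means maximum activity change below -70%; inconclusive means maximum activity change between -70% and -50%; inactive means maximum activity change above -50%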; further: on the % scale 0 is the no-effect control and ±100 the full control effect
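U2OS cells were transduced with wild-type KCNH2 virus (2.03 x 10^8 / mL) for 4 h at room temperature, then cultured overnight at 37 C. Thallium flux was read with FluxOr dye. Rate constants were normalized to DMSO controls.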
TRPV1 ag – HTS Assay for Compounds that Act as Agonists of the Vanilloid Receptor 1; 0.19% of 320,000 active; activation, % at 8.33 µM; Transient receptor potential cation channel subfamily V member 1 (Homo sapiens), Q8NER1; TRPV1-expressing cells, Fluo-8 calcium influx, agonist mode; in the data active means activation above about 80%; inconclusive means between about 30% and that limit; further: 0% is about no effect
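Fluo-8 calcium influx in TRPV1-expressing cells, kinetic read (ex 480/em 520 nm). Compound added and read 3 min for agonist activity, followed by capsaicin at EC20 final and 2 min further read for enhancement.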
A-T KAP1 phos – qHTS Assay for Identifying a Potential Treatment of Ataxia-Telangiectasia; […] A-T fibroblasts, KAP-1 phosphorylation AlphaLISA; neocarzinostatin DNA damage 30 min before lysis; Potency, µM (series often up to 57.5 µM), inactives show top-dose activation, usual class: activators; 0.19% of 320,000 active; further: potency means the concentration at half of the fitted maximal effect; % of control where 0% means no effect; nearly all actives have a fitted effect of over 45% in size
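hTERT-immortalized A-T patient fibroblasts ([…]), 500 cells/well in OPTI-MEM, 1% FBS, got compounds for 60 min, then NCS for 30 min at 37C. Lysates were then assayed for phospho-KAP-1 by AlphaLISA (anti-pKAP1 donor, anti-KAP1 acceptor beads), 6 hr at 25C.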
The depositor's hits bear a star; i = inactive; ? = inconclusive; / = no result given; [ ] = remark or other dose. Unless noted, the call rests on the fitted dose curve; in most records, active means well fitted curve in the direction sought with a large enough effect; inconclusive means small, poorly fitted or top-dose-only effect, or another doubt; inactive means no such curve, though single readings can be large; an effect the other way counts as inactive or inconclusive.

SMILES | S-ASM inh | KCNH2 3.1 block | Coupling enz | a7 integrin act | GALK inhibitor | MLL CXXC-DNA inh | MBNL1-CUG inh | hERG WT inh | TRPV1 ag | A-T KAP1 phos
COc1ccc(CN2CCNC(=O)C2CC(=O)NC2CCCCCC2)c(C)c1C (stereo not given) | 2% | 14 | / | -1% | -6% | 7% | 5% | -12 | -2 | 13%
Cc1cc(NC(=O)CCC(=O)N(Cc2ccc(F)cc2)C(C(=O)NC2CCCC2)c2ccco2)no1 (stereo not given) | -2% | 0 | 1 | -16% | -2% | -5% | -6% | -12 | 14 | 1%
COCCNC(=O)c1ccc2c(c1)NC(=O)CS2 | 2% | 12 | -4 | -3% | 2% | -10% | -14% | 12 | 0 | 0%
Cc1ccc(OCC(=O)Nc2ccc(NC(=O)c3ccccc3)c(C)c2)cc1 | 2% | 5 | / | -14% | -1% | 6% | -3% | -6 | -2 | 10%
CC(=O)N1CCC(C(=O)Nc2ccc(S(=O)(=O)N3CCC(C)CC3)cc2)CC1 | 2% | 5 | / | 10% | -3% | -5% | 0% | -2 | 0 | -4%
O=C(CO/N=C/c1cccc([N+](=O)[O-])c1)NC1CCCCCC1 | -2% | -2 | 1 | -8% | / | 0% | ? | -4 | 8 | -14%
CC(C)OC(=O)CSc1nnc(-c2cnccn2)n1Cc1ccco1 | 6% | 18 | 3 | -7% | -1% | 24% | 4% | -1 | -1 | /
Cc1ccc(C)c(NC(=O)CN(C)C(=O)c2nn(C)c(=O)c3ccccc23)c1 | 1% | 14 | 3 | 18% | 0% | -2% | -14% | -16 | 1 | 4%
Cc1cc(NS(=O)(=O)c2ccc(NC(=O)C(C)Oc3ccc(C(C)C)cc3)cc2)no1 (stereo not given) | -5% | 0 | 10 | -11% | 4% | -3% | -8% | 5 | 0 | -3%
COC(=O)c1ccc(N(C(=O)CNC(=O)c2ccco2)C(C(=O)NCC2CCCO2)c2ccc(OC)c(OC)c2)cc1 (stereo not given) | -3% | 8 | -1 | 8% | -1% | -3% | -2% | -4 | -2 | -3%
Cc1ccc(-c2cc(C(=O)Nc3cccnc3)c3ccccc3n2)o1 | 303%[activator] | -47 | -1 | -66%[inhibitor] | 0% | 8% | ? | -28 | 3 | 13%
COc1ccc(-c2cc3ccc(OCc4nn[nH]n4)cc3oc2=O)cc1 | i | -5 | 3 | -4% | -3% | -3% | ? | 3 | -3 | 22%
O=C1CN(C(=O)c2ccccc2)c2ccccc2N1 | -2% | -7 | -1 | -4% | 0% | 3% | 9% | -8 | 1 | 5%
Nc1c(N(Cc2ccccc2)C(=O)COc2ccc(F)cc2)c(=O)[nH]c(=O)n1Cc1ccccc1 | -1% | 9 | 4 | 35% | -4% | -8% | -5% | -1 | 0 | 13%
COCc1c(C(=O)N2CCN(Cc3ccc(C#N)cc3)CC2)oc2ccccc12 | 4% | 3 | -1 | -1% | 1% | 0% | 5% | -1 | 4 | 3%
CCCN1CCc2c(sc(NC(=O)CCS(=O)(=O)c3ccccc3)c2C(=O)OC)C1 | 200%[activator] | / | / | -55%[inhibitor] | -2% | -2% | 14% | -22 | 3 | -19%
Cc1cccc(NC(=O)CSCc2c(C)noc2C)c1C | 0% | -35 | 1 | -24% | 4% | 0% | -3% | -13 | 2 | 2%
COc1ccc2oc(C(=O)OCC(=O)NC(C)c3ccccc3)c(C)c2c1 (stereo not given) | -1% | -3 | / | 16% | -1% | 13% | 20% | 9 | 1 | -7%
CC(C)C[C@H]1CN=C(Nc2ccccc2)N1CC1CCCC1 | -2% | -9 | 3 | -10% | / | -1% | -6% | 12 | 1 | 12%
CC(=O)Nc1ccc(C(=O)OCC(=O)NC(=O)NC2CCCCC2)cc1 | -3% | 3 | 1 | -5% | 2% | 9% | 6% | 1 | 13 | -8%
COC(=O)[C@@]1(Cc2ccccc2)[C@H]2C(=O)N(C)C(=O)[C@H]2[C@H]2CN=C(SCc3ccc(C#N)cc3)N21 | 1% | -1 | / | -10% | / | / | / | 1 | / | 18%
C=CCOc1cccc(/C=N/NC(=O)CN(c2cc(Cl)ccc2OC)S(=O)(=O)c2ccc(C)c([N+](=O)[O-])c2)c1 | -1% | -2 | -3 | -4% | 0% | 0% | / | -6 | -2 | 2%
Cc1c(-c2nnc(SCC(=O)O)n2-c2ccccc2Br)nnn1-c1ccccc1 | 2% | -9 | 2 | 25% | 0% | 5% | -6% | 3 | 0 | -7%
CCc1nn(CC(=O)NCCCN2CCOCC2)c(=O)c2cc3sccc3n12 | 2% | 0 | / | 16% | 5% | 4% | 1% | 11 | -1 | 3%
CCOC(=O)c1c(NC(=O)CN2CCCCC2)sc2c1CCCC2O (stereo not given) | 1% | ? | -6 | -13% | 3% | -6% | -9% | -19 | -4 | 9%

Next section
SMILES | S-ASM inh | KCNH2 3.1 block | Coupling enz | a7 integrin act | GALK inhibitor | MLL CXXC-DNA inh | MBNL1-CUG inh | hERG WT inh | TRPV1 ag | A-T KAP1 phos
COc1cc(NC(=O)c2cc(-c3ccccc3)on2)cc(OC)c1OC | -6% | 3 | -4 | 16% | / | 0% | 12% | -4 | -3 | 6%
CCC(C(=O)NCCc1ccc(S(N)(=O)=O)cc1)c1ccccc1 (stereo not given) | -2% | 9 | / | 7% | / | / | / | -7 | / | /
CCCn1c(=NC(=O)c2ccncc2)c(C#N)cc2c(=O)n3cccc(C)c3nc21 | 38% | -10 | / | 2% | / | / | / | 3 | / | /
O=C(c1ccccc1)c1nnc(-c2ccncc2)o1 | -1% | -2 | 4 | -14% | 4% | -23% | ? | -8 | 1 | 1%
C/C(=N\NC(=S)Nc1ccc(C(C)C)cc1)c1ccc2c(c1)OCO2 | -5% | -6 | -1 | 9% | 1% | -2% | 2% | 0 | 1 | 4%
COc1ccc(/C=C/C(=O)c2cc(F)ccc2OC(=O)c2ccccc2OC)cc1OC | 55%[activator] | -20 | -1 | -55%[inhibitor] | -3% | 11% | 1% | 10 | 2 | -3%
CC(C)c1nnc(NC(=O)c2cccs2)s1 | 8% | -7 | -3 | 2% | 0% | 1% | -4% | 10 | 8 | -6%
CC1CCCCN1C(=S)NCCc1ccccc1 (stereo not given) | -1% | 11 | 0 | -11% | -1% | 6% | -5% | 0 | -2 | -3%
CCn1c(CNC(=O)c2ccc(OC)c(OC)c2)nnc1SCC(=O)Nc1ccccc1 | 1% | -4 | 4 | -19% | / | 12% | -19% | -10 | 0 | 3%
COc1ccccc1CN1CCCCCC1 | 1% | 3 | 1 | 14% | 3% | 0% | 0% | 4 | 1 | 0%
Cc1ccc(-c2[nH]c3ccccc3c2C(C[N+](=O)[O-])c2ccco2)cc1 (stereo not given) | -4% | -19 | -13 | -17% | -2% | 33%[activator] | -3% | -10 | -2 | 4%
COc1cccc(Sc2ccccc2/C=N/NC(N)=O)c1 | -2% | 12 | -4 | 5% | 0% | -7% | -3% | -14 | 2 | 5%
CCCCCCCCCn1c2c(c(=N)c3c1CCC3)CCCC2 | -22% | ? | 8 | -57%[inhibitor] | 0% | 11% | 14% | ? | -2 | -4%
COc1cccc(CN2CCC(C(=O)N3CCN(Cc4ccc5c(c4)OCO5)CC3)CC2)c1 | 4% | 7 | / | -26% | -1% | 8% | -2% | 47 | 6 | -1%
COc1ccc(C(C(=O)NC2CCCCC2)N(Cc2cccs2)C(=O)Cc2c[nH]c3ccccc23)cc1 (stereo not given) | -10% | -5 | 0 | -46%[inhibitor] | / | 26% | -12% | 1 | 5 | -8%
Cn1nc(CC(=O)NCc2ccc(C(F)(F)F)cc2)c2ccccc2c1=O | 0% | 8 | 1 | -37% | -2% | 2% | -5% | -1 | 5 | 7%

Three entries from above in a different format:
mol	S-ASM inh	KCNH2 3.1 block	Coupling enz	a7 integrin act	GALK inhibitor	MLL CXXC-DNA inh	MBNL1-CUG inh	hERG WT inh	TRPV1 ag	A-T KAP1 phos
COc1cccc(Sc2ccccc2/C=N/NC(N)=O)c1	-2%	12	-4	5%	0%	-7%	-3%	-14	2	5%
CC1CCCCN1C(=S)NCCc1ccccc1 (stereo not given)	-1%	11	0	-11%	-1%	6%	-5%	0	-2	-3%
CCCCCCCCCn1c2c(c(=N)c3c1CCC3)CCCC2	-22%	?	8	-57%[inhibitor]	0%	11%	14%	?	-2	-4%
